RGS7-Gao: RGS7-Galphao binding modulators, primary screen, biochemical, multiplexed bead flow cytometry. binding response (% of control), % at 10 µM. AID 1439, 2008. actives lie on both sides. 220,000 tested, 0.35% active. Guanine nucleotide-binding protein G(o) subunit alpha (Homo sapiens), P09471; in the data active = binding response below about 49% or above about 150%; inconclusive = no clear call, values can overlap the other calls; inactive = in between;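 also: fluorescent Galphao held in activated GDP-AlF4 state binding bead-coupled RGS7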
RGS8-Gao reg: RGS8-Galphao binding modulators, primary screen, biochemical, multiplexed bead flow cytometry | Guanine nucleotide-binding protein G(o) subunit alpha (Homo sapiens), P09471 | actives lie on both sides | response (percent of control binding), % at 10 µM | 220,000 tested, 0.34% active | AID 1423, 2008; in the data active = response below about 60% or above about 140%; inactive = in between;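 also: Galphao activated as the GDP aluminium fluoride complex binding bead-coupled RGS8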
Bcl-B Bim block: inhibitors of Bim-Bcl-B binding, primary screen, biochemical, multiplexed, human Bcl-2 family; bead-based flow cytometry, Bim peptide-Bcl-B binding; inhibition, % at 10 µM; 190,000 tested, 0.073% active; AID 951, 2007;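 also: 0% = tracer peptide without compound and 100% = reference inhibitor peptide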
Target sequence (Q9HD36 whole entry, looked up): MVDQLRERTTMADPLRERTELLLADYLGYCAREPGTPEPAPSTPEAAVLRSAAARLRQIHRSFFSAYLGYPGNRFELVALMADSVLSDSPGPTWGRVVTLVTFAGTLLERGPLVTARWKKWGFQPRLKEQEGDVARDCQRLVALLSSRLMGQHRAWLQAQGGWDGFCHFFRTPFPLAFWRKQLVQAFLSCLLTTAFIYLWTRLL
RGS4-Gao reg: modulators of RGS4 binding to Galphao, primary screen, biochemical, multiplexed bead flow cytometry; Guanine nucleotide-binding protein G(o) subunit alpha (Homo sapiens), P09471; actives lie on both sides; binding response (% of control), % at 10 µM; 220,000 tested, 0.33% active; AID 1415, 2008; in the data active = binding response below about 49% or above about 150%; inactive = in between;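 also: fluorescent Galphao activated with aluminum fluoride binding bead-coupled RGS4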
ABCG2 inh: ABCG2 efflux pump inhibitors, primary screen, multiplex with ABCB1, IgMXP3 cells, flow cytometry. Broad substrate specificity ATP-binding cassette transporter ABCG2 (Homo sapiens), Q9UNQ0. JC-1 efflux. inhibition, % at 6.6 µM. 190,000 tested, 0.1% active;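 active = inhibition above 80%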;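 also: 0% = DMSO and 100% = nicardipine control wells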
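Test system: ABCG2 IgMXP3 and barcoded ABCB1 CCRF-Adr cell mix; Schedule: cells with compound and JC-1, 10 min at 25 °C, rotating, no wash; Technique: flow cytometry of retained JC-1 fluorescence; Measure: % inhibition of efflux relative to nicardipine and DMSO; Controls: nicardipine high and DMSO low controls.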
ABCB1 inh: ABCB1 efflux pump inhibitors, primary screen, cell-based, multiplex, flow cytometry, ABCG2 counter-screen; ATP-dependent translocase ABCB1 (Homo sapiens), P08183; CCRF-Adr cells, JC-1 efflux; inhibition, % at 6.6 µM; 190,000 tested, 0.067% active; AID 1326, 2008; in the data active = inhibition above about 40%;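 also: 0% = vehicle and 100% = reference inhibitor; higher value means more JC-1 retained so stronger ABCB1 efflux block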
Bim-Bcl-2: inhibitors of Bim-Bcl-2 binding, primary screen, biochemical, multiplexed, human Bcl-2 family. Apoptosis regulator Bcl-2 (Homo sapiens), P10415. Bead-based flow cytometry, Bim peptide-Bcl-2 binding. inhibition, % at 10 µM. 190,000 tested, 0.06% active; in the data active = inhibition above about 40%; inconclusive = no clear call, values can overlap the other calls;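 also: 0% = no compound wells with probe peptide and 100% = reference peptide inhibitor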
Target sequence (P10415 whole entry, looked up): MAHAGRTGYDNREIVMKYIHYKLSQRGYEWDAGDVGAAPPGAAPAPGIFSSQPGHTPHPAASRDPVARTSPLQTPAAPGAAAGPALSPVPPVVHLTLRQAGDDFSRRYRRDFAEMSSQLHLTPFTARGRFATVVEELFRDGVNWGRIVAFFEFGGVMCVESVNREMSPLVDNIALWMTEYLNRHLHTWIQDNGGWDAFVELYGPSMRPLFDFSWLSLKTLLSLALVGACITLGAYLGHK
Bim-Bcl-XL: inhibitors of Bim-Bcl-XL binding, primary screen, biochemical, multiplexed, bead flow cytometry, human Bcl-XL; Bcl-2-like protein 1 (Homo sapiens), Q07817; Bim peptide-Bcl-XL binding, fluorescence; inhibition, % at 10 µM; 190,000 tested, 0.04% active; AID 1007, 2008
Target sequence (Q07817 whole entry, looked up): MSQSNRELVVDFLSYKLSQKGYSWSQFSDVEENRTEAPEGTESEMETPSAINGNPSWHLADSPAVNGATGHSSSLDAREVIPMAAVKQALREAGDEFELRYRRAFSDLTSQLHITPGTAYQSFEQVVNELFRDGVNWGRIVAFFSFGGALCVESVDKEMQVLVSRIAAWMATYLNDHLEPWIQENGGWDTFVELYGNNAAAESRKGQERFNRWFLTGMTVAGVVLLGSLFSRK
GSH bead fluor: compound fluorescence on glutathione beads, profiling panel, artefact control, biophysical, 488/530 nm, flow cytometry; GSH beads flow cytometry, compound fluorescence 488/530 nm; hits give high values; 190,000 tested, 0.25% active; fluorescence (KMESF) at 10 µM; AID 1776, 2009; in the data active = fluorescence above about 89;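 also: glutathione beads carrying GST-tagged Bcl family fusion proteins plus one bare bead set; values are compound well signal with DMSO vehicle wells as background; inactives centre near 16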
Bfl-1 Bim block: inhibitors of Bim binding to Bfl-1, primary screen, biochemical, multiplexed, bead-based flow cytometry. AID 1008, 2008. Bim-Bfl-1 binding inhibition. 190,000 tested, 0.12% active. Bcl-2-related protein A1 (Homo sapiens), Q16548. inhibition, % at 10 µM;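 also: 0% = wells without compound plus tracer and 100% = blocker peptide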
Bim-Bcl-W: inhibitors of Bim binding to Bcl-W, primary screen, biochemical, multiplexed, bead-based flow cytometry; Bcl-2-like protein 2 (Homo sapiens), Q92843; Bim peptide-Bcl-W binding; inhibition, % at 10 µM; 190,000 tested, 0.02% active; AID 952, 2007;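 also: 0% = bound tracer without compound and 100% = peptide blocker; higher means less fluorescent Bim peptide bound to Bcl-W beads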
Target sequence (Q92843 whole entry, looked up): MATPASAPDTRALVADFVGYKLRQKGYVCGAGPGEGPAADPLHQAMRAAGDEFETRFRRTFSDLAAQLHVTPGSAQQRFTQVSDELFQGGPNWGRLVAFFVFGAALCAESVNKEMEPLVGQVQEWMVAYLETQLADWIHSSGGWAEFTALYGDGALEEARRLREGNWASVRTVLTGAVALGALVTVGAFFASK
Numbers without * were called inactive; ? = inconclusive. Rule as the data show it, unless noted: active = inhibition above about 40%. Hits appear at their usual frequency. Share with any hit: about 1.1%.

molecule	RGS7-Gao	RGS8-Gao reg	Bcl-B Bim block	RGS4-Gao reg	ABCG2 inh	ABCB1 inh	Bim-Bcl-2	Bim-Bcl-XL	GSH bead fluor	Bfl-1 Bim block	Bim-Bcl-W
COC(=O)c1c(N2C(=O)[C@H]3[C@@H](C2=O)[C@]2(C(=O)Nc4ccccc42)N2CCC[C@@H]32)sc(C)c1C	96	103	-2	103	1	0.7	-3	0	12	-7	-2
C/C(=N\NC(=S)NCCc1ccccc1)c1cccs1	104	93	-6	107	-1	-0.4	0	-4	8	0	-1
COc1cc(NC(=O)c2c(F)c(F)c(F)c(F)c2F)c(OC)cc1Cl	102	100	-7	101	7	0.7	-6	-6	22	-5	-2
CC(CC#CCN1CCOCC1)OCCC#N (stereo not drawn)	95	117	0	93	0	-0.2	-2	-2	21	2	-1
CC(O)CNc1nc2sc3c(c2c(=O)n1CCc1ccccc1)CCCCC3 (stereo not drawn)	98	101	8	99	4	1.5	5	7	15	1	5
Cn1cc2cc([N+](=O)[O-])ccc2n1	101	100	-7	101	3	0.2	0	-3	18	-2	-1
COc1ccc(CC(=O)OCn2nnc3ccccc3c2=O)cc1	102	107	-6	102	-3	-0.4	-3	-8	26	-11	-3
COC(=O)CSc1nc(C)c2ccc(OC)cc2n1	102	102	0	101	2	0.0	4	1	14	3	2
NC(=O)[C@@H]1CCCCNc2c(F)cc([N+](=O)[O-])cc2C(=O)N[C@@H](CC(=O)O)C(=O)N[C@@H](CCC(=O)O)C(=O)N1	97	100	-2	100	0	0.1	-1	-6	18	-3	-3
C=CCNC(=S)NNC(=O)C(CCC(C)C)CC(C)(C)O (stereo not drawn)	108	103	-5	109	1	0.2	-4	-5	11	-3	0
O=C(c1ccc(F)cc1)N1CCN(C(=O)c2cccnc2)CC1	97	100	-8	103	1	0.3	-8	8	62	-12	4
CC(=O)NC(=S)NNC(=O)COc1ccc([N+](=O)[O-])cc1	118	120	-19	118	1	-0.3	-4	-3	8	-3	0
O=C(c1ccc(F)cc1)N1CCC(O)(c2cccnc2)CC1	85	79	-1	76	1	0.6	-3	-1	15	-2	-3
Cc1nc2ccccc2nc(=O)c1NNc1ccccc1	96	100	-9	101	10	0.6	-5	-6	10	-7	-4
CC(C)CN(CC(C)C)S(=O)(=O)N1CCC(C(=O)NCc2ccco2)CC1	97	105	-5	97	4	1.4	-4	-2	8	-8	-2
C=C(C)c1cccc(C(C)(C)NC(=O)N2CCN(CC(N)=O)CC2)c1	100	101	-3	103	0	0.0	-2	-1	18	0	-1
Cc1ccc(OCCn2cccn2)c(C)c1	?	100	-5	99	1	0.0	-2	-3	15	-7	-1
CSc1ccc(C2CC(=O)Nc3nc(SC)[nH]c(=O)c32)cc1 (stereo not drawn)	108	107	0	107	0	-0.1	-3	0	8	-5	-1
COc1ccc(CSCC(=O)Nc2ccc(S(=O)(=O)N3CCCCCC3)cc2)cc1	101	102	-15	103	4	0.5	-12	-14	20	-17	-10
CN(C)S(=O)(=O)c1cccc(NC(=O)c2cncc(Br)c2)c1	101	107	-6	105	0	0.0	-1	-6	4	-1	0
c1ccc(-c2nnc3ccc(N4CCC5(CC4)OCCO5)nn23)cc1	103	102	-6	100	1	0.2	-2	-3	24	-9	1
Cn1c(=O)n(Cc2ccco2)c(=N)c2c3c(sc21)CCCC3	?	101	-4	103	19	1.9	-2	-1	16	-2	0
CC(C)(C)NC(=O)CCc1ncc(C(F)(F)F)cc1Cl	91	88	5	94	3	0.5	3	-2	10	4	2
CCn1nc(NC(=O)C2CCCO2)c2cc3cc(C)ccc3nc21 (stereo not drawn)	96	101	-2	99	6	-0.4	-5	1	9	-4	0
C/C(CC(=O)Nc1ccccn1)=N\NC(=O)C(=O)Nc1cccc(Cl)c1C	101	106	-1	93	-1	-0.4	-3	0	15	0	0
CC(=O)NNC(=S)NC(=O)c1cccc([N+](=O)[O-])c1	104	105	-13	100	-9	-0.5	-4	-5	4	0	-2
O=C(Nc1c2c(nn1-c1ccccc1)CSC2)c1ccc(N2C(=O)CCC2=O)cc1	105	104	2	102	-1	-0.4	6	0	19	0	4
O=C(N/N=C/c1cc(Br)cs1)c1ccccc1[N+](=O)[O-]	102	105	0	105	3	0.3	0	-2	6	0	-1
Cc1nc2ccc(NC(=O)COc3ccccc3F)cc2s1	85	96	-5	74	0	-0.3	-2	-5	13	-5	-1
N#Cc1nc(-c2ccco2)oc1N1CCN(Cc2ccccc2)CC1	85	95	-1	89	5	0.1	2	0	33	0	-1

Copied from the list:
Under Bcl-B Bim block, O=C(c1ccc(F)cc1)N1CCN(C(=O)c2cccnc2)CC1 is entered as -8
Under RGS4-Gao reg, C/C(CC(=O)Nc1ccccn1)=N\NC(=O)C(=O)Nc1cccc(Cl)c1C is entered as 93

Further compounds.
molecule	RGS7-Gao	RGS8-Gao reg	Bcl-B Bim block	RGS4-Gao reg	ABCG2 inh	ABCB1 inh	Bim-Bcl-2	Bim-Bcl-XL	GSH bead fluor	Bfl-1 Bim block	Bim-Bcl-W
COc1ccnc(CSC(N)=Nc2cccc(C(F)(F)F)c2)c1	97	99	0	96	-5	-0.9	3	-3	13	3	-2
COc1cc(/C=N/NC(=O)c2nonc2N)cc(OC)c1OC	?	104	1	103	4	0.1	0	3	13	-5	3
CCCCNC(=O)COC(=O)c1ccc(Cl)c(S(N)(=O)=O)c1	89	96	-7	96	1	0.5	-3	-5	18	-12	-1
Cc1ccc(S(=O)(=O)N2CCN(C(=O)C3CCN(C(=O)c4ccccc4C)CC3)CC2)cc1C	?	100	-3	104	-1	-0.1	0	0	27	-2	-1
Cc1ccc(SC/C(O)=C(\C#N)c2nc3ccccc3n2C)cc1	97	100	-8	101	4	0.3	-8	-4	29	-10	0
O=C(CCSCCc1ccccn1)Nc1ccc(Br)cn1	100	100	-7	98	14	0.9	-11	-8	24	-17	0
CC(C)CC(=O)NS(=O)(=O)c1ccc(N)cc1	104	106	-6	108	5	0.4	1	-4	17	-1	-3
O=C1NCCN1C(=O)C12CC3CC(CC(C3)C1)C2	98	101	0	95	11	0.6	4	1	17	0	0
Cc1cc(CNCc2c(C(=O)N3CCCCCCC3)nc3ccc(Cl)cn23)nn1C	94	100	1	96	5	0.3	0	-1	11	2	-1
O=C(COc1ccccc1)NCCn1ccc2ccccc21	98	99	10	96	2	0.3	10	5	49	7	7
CC(C)CC(=O)NCCNC(=O)c1cc(OCC(F)(F)F)ccc1OCC(F)(F)F	97	99	-9	98	44	1.1	-9	-5	24	-16	-2
CC(=O)Nc1ccc(C(=O)OCc2ccccc2Cl)cc1	107	110	3	105	12	0.0	1	0	18	0	1
CNC[C@H](O)c1cccc(O)c1	100	100	0	103	4	1.5	1	-3	21	-1	-1
COc1ccccc1C(=O)C1CCCN(C(=O)CN2CCCCC2=O)C1 (stereo not drawn)	95	101	-3	101	1	-0.2	-1	-5	18	5	0
CN=C(Nc1cccc(OC)c1)SC1CC(=O)N(c2ccc(C(=O)O)cc2)C1=O (stereo not drawn)	95	99	2	98	2	0.6	7	-1	5	0	0
COc1ccc(CC(=O)Nc2nc3ccc(F)cc3s2)cc1S(=O)(=O)N1CCOCC1	102	103	-9	102	5	0.7	-9	-5	15	-9	0
Cc1cc(C)cc(OCC(=O)Nc2ccc(F)cc2)c1	96	102	-8	104	4	0.4	-1	1	19	9	-3
COC(=O)c1cn(NC(=O)Cn2nc([N+](=O)[O-])c(Br)c2C)c(=O)c2ccccc12	?	103	-1	103	2	0.7	-2	-1	11	-2	0
COc1ccccc1NC(=S)N(Cc1ccco1)Cc1cc2cc(C)cc(C)c2[nH]c1=O	102	97	-2	98	5	3.5	-2	-8	10	0	-7
CCCn1c(=O)c(C(=O)NCc2ccccn2)c(O)c2ccccc21	96	101	-1	98	13	1.6	0	-2	10	-2	1
CN1C(=S)N(c2ccccc2)C(=O)/C1=C/c1ccco1	99	103	-5	101	1	-0.3	8	0	6	4	1
O=C(Oc1oc(-c2ccco2)nc1C=Nc1ccc(Cl)cc1)c1ccco1	98	95	-3	98	1	0.0	-1	-1	11	0	-2
